Screening results deposited in PubChem BioAssay by National Center for Advancing Translational Sciences (NCATS).
DT40 TDP1 CPT = qHTS for Inhibitors of human tyrosyl-DNA phosphodiesterase 1 (TDP1): qHTS in cells in presence of CPT; chicken DT40 Tdp1-/-;hTDP1 cells + 20 nM CPT, ATP luminescence, 48 h; Potency, µM (top dose mostly 46.2 µM), for the others: at the top dose activity change, negative = growth inhibition, hits mostly inhibitors; actives 12% (n = 420,000); further: nearly all actives have a fitted effect of over 55% in size
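Chicken DT40 Tdp1-/- cells complemented with human TDP1, 400 cells/well, exposed to compounds plus 20 nM camptothecin for at least 48 h at 37 C; viability read as ATP content by CellTiter-Glo luminescence.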
FEN1 inhibitor = qHTS Assay for the Inhibitors of Human Flap endonuclease 1 (FEN1). actives 0.35% (n = 390,000). Recombinant FEN1 flap cleavage, fluorescence, 15 min. P39748. AID 588795, 2011. Potency, µM (titrated, usually from 114 µM), inactives show at the highest dose activity change, negative = inhibition, actives largely listed as inhibitors; further: nearly all actives have a fitted effect of over 65% in size
Target sequence (P39748 whole entry, looked up): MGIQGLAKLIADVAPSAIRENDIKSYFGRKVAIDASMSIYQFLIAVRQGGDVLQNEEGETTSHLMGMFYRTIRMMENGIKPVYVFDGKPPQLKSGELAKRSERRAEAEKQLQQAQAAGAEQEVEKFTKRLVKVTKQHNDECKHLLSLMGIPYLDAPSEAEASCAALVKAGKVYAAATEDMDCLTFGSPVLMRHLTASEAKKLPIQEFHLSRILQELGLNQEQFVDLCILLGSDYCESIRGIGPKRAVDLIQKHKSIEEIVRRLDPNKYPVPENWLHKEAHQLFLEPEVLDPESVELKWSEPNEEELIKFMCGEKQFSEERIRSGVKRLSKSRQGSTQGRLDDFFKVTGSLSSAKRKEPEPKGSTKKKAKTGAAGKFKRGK
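Compounds are tested as a concentration series against 10 nM FEN1; after a 15 min room-temperature preincubation, 50 nM substrate starts cleavage, with plate reads at 0 and 15 min. Normalized responses are fitted by a Hill equation.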
N370S GC mod = qHTS Assay for Inhibitors and Activators of N370S glucocerebrosidase as a Potential Chaperone Treatment of Gaucher Disease; Lysosomal acid glucosylceramidase (Homo sapiens), P04062; N370S GC spleen homogenate, 4MU-glucoside fluorescence; Potency, µM (doses to about 59.4 µM), for the others: at the highest dose activity change, negative = inhibition, hits mostly inhibitors; actives 0.092% (n = 330,000); AID 2101, 2009;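 further: 0% = full enzyme activity and -100% = no enzyme basal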
* hit, by the source's call; ? = inconclusive; / = no result given; & = joins results of further samples; [ ] = dose if it differs, or a comment. The call rests on the fitted dose curve; in most records, active means well fitted curve in the direction sought with a large enough effect; inconclusive means small, poorly fitted or top-dose-only effect, or another doubt; inactive means no such curve, though single readings can be large; an effect the other way counts as inactive or inconclusive. Unless noted, on the % scale 0 is the no-effect control and ±100 the full control effect; potency means the concentration at half of the fitted maximal effect. The list is partial; rates above refer to the full screens.

SMILES	DT40 TDP1 CPT	FEN1 inhibitor	N370S GC mod
CC1=C(C)CC(C(=O)Nc2ccc(C(N)=O)cc2)C(C(=O)O)C1 (stereo not drawn)	6%	1%	0%
CCOc1ccc(-c2nc(Cn3c(=O)cc(C)c4c(C)nn(-c5ccccc5)c43)c(C)o2)cc1	3%	1%	/
COC(=O)c1ccc(NC(=O)c2c(C(=O)Nc3ccccc3)sc3nc(C)cc(=O)n23)cc1	-4%	1%	-6%
CCCCN(C(=O)NC(=O)Nc1ccccc1OCC)S(C)(=O)=O	-3%	-9%	13%
Cc1ccc(C(=O)NCCC(=O)N2CCOCC2)cc1	-4%	17%	2%
COc1cccc(OC)c1C(=O)NNC(=O)c1cccc(COc2ccc3c(c2)CCC3)c1	-16%	2%	4%
CCOC(=O)COc1ccc(CC)cc1C(=O)c1ccn2nc(-c3ccc(F)cc3)cc2n1	?	2%	/
Cc1cccc(N2C(=O)c3cccc(Oc4ccc(Cl)cc4)c3C2=O)c1	2%	-13%	11%
CCN(CC(=O)Nc1ccc2c(c1)OCCO2)C(=O)CCOc1ccccc1	-5%	1%	/
O=C(CNC(=O)c1ccccc1)c1ccccc1	1%	-14%	-23%
N#Cc1ccccc1OCC(=O)NNC(=O)CCC1CCCC1	0%	1%	/
O=C(CSc1nc2ccccc2c(=O)[nH]1)Nc1ccc(C(=O)O)cc1	4%	1%	-1%
CN1CCN(C(=O)/C(=C/c2cn(S(=O)(=O)N(C)C)c3ccccc23)NC(=O)c2ccccc2F)CC1	-25%	16%	-6%
O=S(=O)(O)c1cccc2cccc(Nc3ccccc3)c12	-3%&3%	?	/
Cc1cccc(C(=O)N2CCN(c3ncnc4c3cnn4-c3ccccc3)CC2)c1	?	-8%	-5%
Cc1noc(C)c1C(=O)N1CCCC(Nc2ccc(C(C)C)cc2)C1 (stereo not drawn)	?	19%	0%
O=C(Cn1ncc2c3ccccc3n(Cc3ccccc3F)c2c1=O)NCCN1CCOCC1	?	-3%	-4%
CCC(Oc1ccccc1)C(=O)Nc1nc2ccccc2[nH]1 (stereo not drawn)	-7%	-11%	16%
O=C(Cc1cccc(NC(=O)C2CCN(C(=O)C3CCC3)CC2)c1)Nc1cccc(C(=O)N2CCCC2)c1	-12%	-11%	/
Cc1ccc(NC(=O)C(=O)NCCN2CCN(C(=O)C(c3ccccc3)c3ccccc3)CC2)cc1	18µM*	5%	6%
Cc1ccc(N(CC(=O)NC2CCCCC2)C(=O)CCCC(=O)Nc2ccccn2)c(C)c1	-7%	2%	-3%
CCc1ccccc1Cn1c(=O)oc2cccnc21	1%	4%	-21%
COc1ccccc1/C=C1\CCC(C2CCCC2)C1=O (stereo not drawn)	-26%	-16%	-10%
COc1cc(NC(=O)c2ccc(S(=O)(=O)N(C)c3ccccc3)cc2)cc(OC)c1	?	-21%	/
CCOc1ccc2[nH]c3c(NCCC(C)C)ncnc3c2c1	26µM*	?	?
Cc1cc(NC(=O)CSc2nc3c(c(=O)n2CCc2ccccc2)SC(C)C3)no1 (stereo not drawn)	?	-8%	-3%
c1csc(-c2nc3ccccn3c2NC2CCCCC2)c1	?	-5%	-8%
CCn1c2c(c(=O)n3ncc(C(=O)Nc4ccc(F)cc4Cl)c13)CN(Cc1ccc(OC)cc1)CC2	?	-17%	/
O=C(NCc1ccco1)C1(c2ccc(Cl)cc2)CCCC1	?	-21%	6%
Cn1c(=O)c2c(nc(SCC(=O)O)n2Cc2cc3c(cc2Cl)OCO3)n(C)c1=O	-1%	-2%	-13%
CC(=O)[C@@]12O[C@@H]1C[C@H]1[C@@H]3CC[C@H]4C[C@@H](O)CC[C@]4(C)[C@H]3CC[C@@]12C	-12%	19%	-19%
CCOC(=O)c1c(C)c(C(=O)NCC2CCCO2)c(C)n1CC (stereo not drawn)	1%	8%	7%
O=C(Nc1cccc2c1CCCC2)C1CCN(C(=O)NC2CCCCC2)CC1	?	-2%	2%
O=C(c1ccccc1Cl)N1CCC(N2CCC(C(=O)N3CCCC3)CC2)CC1	-20%	22%	3%
Cn1nc(-c2ccccc2F)c2cc(C(=O)Nc3cc(F)ccc3F)sc21	?	20%	/
O=C1CC(c2ccco2)CC(O)=C1C=NCCN1CCN(C2CC(=O)N(c3ccccc3)C2=O)CC1 (stereo not drawn)	?	2%	3%
CC(Nc1nc(-c2ccc3c(c2)NC(=O)CO3)cs1)c1ccccc1 (stereo not drawn)	18µM*	-2%	-14%
O=C1CS(=O)(=O)N(Cc2ccccc2F)c2ccc(Br)cc21	-5%	4%	/
N#C/C(=N\Nc1ccc(F)cc1)C(=N)N1CCCCC1	-14%	3%	-6%
CC(Oc1ccc(Cl)cc1Cl)c1nc(-c2ccccn2)no1 (stereo not drawn)	?	3%	26%
Cc1ccc(CCNC(=O)C2CCCN(c3ncnc4c3nc3n4CCCCC3)C2)cc1 (stereo not drawn)	?	3%	-3%
CC(C)CCNC(=O)C1CC(c2ccccc2C(F)(F)F)=NO1 (stereo not drawn)	-2%	13%	-3%
Cc1cccc(NC(=O)COc2ccc(/C=N\n3cnnc3)cc2)c1	1%	-9%	-3%
CCOC(=O)Cc1csc(N/N=C/c2ccc(Cl)cc2)n1	8%	-1%	1%
CC1CC(C)CN(CCCNC(=O)CCC(=O)N2CCOc3ccccc32)C1 (stereo not drawn)	14%	16%	0%

2 entries drawn at random from those above, as already listed:
SMILES	DT40 TDP1 CPT	FEN1 inhibitor	N370S GC mod
Cc1ccc(CCNC(=O)C2CCCN(c3ncnc4c3nc3n4CCCCC3)C2)cc1 (stereo not drawn)	?	3%	-3%
O=C(Nc1cccc2c1CCCC2)C1CCN(C(=O)NC2CCCCC2)CC1	?	-2%	2%

Next section.
SMILES	DT40 TDP1 CPT	FEN1 inhibitor	N370S GC mod
O=C(CNC(=O)c1sc2ccccc2c1Cl)OCc1ccccc1	17%	-5%	19%
Cn1nc(-c2ccc(C(=O)Nc3cccnc3)cc2)c2ccccc2c1=O	?	7%	1%
CCOC(=O)C1=C(Nc2ccccc2)CC(C)(O)C(C(=O)OCC)C1c1ccc(Cl)cc1 (stereo not drawn)	?	2%&-2%	-2%
COCCCNC(=O)C1CC(=O)OC1c1ccc(OC)c(OC)c1 (stereo not drawn)	0%	-6%	3%
Cc1ccccc1OCC(O)CN1CCN(c2ccc(Cl)cc2)CC1 (stereo not drawn)	?	-21%	-27%
COc1ccc(N2CCN(CCCNC(=O)c3cc4sccc4n3C)CC2)cc1	-27%	-19%	26%
COc1ccc(S(=O)(=O)Nc2ccc3c(c2)CCCN3S(=O)(=O)c2ccc(C)cc2)cc1F	?	5%	/
Cc1ccc(Nc2nc(N)c([N+](=O)[O-])c(N3CCCC(C)C3)n2)cc1C (stereo not drawn)	?	-3%	3%
Cn1c(=O)c2c(nc(Br)n2C)n(C)c1=O	7%	-3%	1%
CCOC(=O)c1c(NC(=O)c2ccc(S(=O)(=O)N(C)CC3CCCO3)cc2)sc2c1CC(C)(C)NC2(C)C (stereo not drawn)	?	-15%	0%
COc1ccc(-c2nc(N)n(C(=O)c3ccccc3)n2)cc1	-11%	4%	1%
O=C(Nc1ccc(Cl)c(Cl)c1)Nc1ccc(N2CCCC2)c(S(=O)(=O)Nc2ccccc2Cl)c1	3.3µM*	0%	-6%
CCOc1ccc(NC(=O)CN2CCCC2c2cccs2)cc1S(=O)(=O)N1CCCC1 (stereo not drawn)	-9%	-7%	/
S=c1[nH]nc(-c2cc(-c3ccccc3)n[nH]2)n1/N=C/c1cccs1	-10%	-16%	9%
COc1cc(OC)cc(C(=O)Nc2nc3ccc(S(C)(=O)=O)cc3s2)c1	-25%	?	-13%

Results in FEN1 inhibitor, for 2 of the compounds above:
compound	FEN1 inhibitor
CCOC(=O)c1c(NC(=O)c2ccc(S(=O)(=O)N(C)CC3CCCO3)cc2)sc2c1CC(C)(C)NC2(C)C (stereo not drawn)	-15%
COCCCNC(=O)C1CC(=O)OC1c1ccc(OC)c(OC)c1 (stereo not drawn)	-6%

Laid out differently: 3 of the compounds above
COc1ccc(-c2nc(N)n(C(=O)c3ccccc3)n2)cc1
  DT40 TDP1 CPT: -11%	FEN1 inhibitor: 4%	N370S GC mod: 1%

O=C(Nc1ccc(Cl)c(Cl)c1)Nc1ccc(N2CCCC2)c(S(=O)(=O)Nc2ccccc2Cl)c1
  DT40 TDP1 CPT: 3.3µM*	FEN1 inhibitor: 0%	N370S GC mod: -6%

CCOc1ccc(NC(=O)CN2CCCC2c2cccs2)cc1S(=O)(=O)N1CCCC1 (stereo not drawn)
  DT40 TDP1 CPT: -9%	FEN1 inhibitor: -7%	N370S GC mod: /

The list goes on:
SMILES	DT40 TDP1 CPT	FEN1 inhibitor	N370S GC mod
CCn1c(SCC(=O)NCCOC)nc2sc3c(c2c1=O)CCCC3	-11%	-15%	7%[2.35 µM]
C/C(CCN1CCc2nc(-c3ccccc3)c(-c3ccccc3)cc2C1)=N\OC[C@@H](C)[C@H](OCc1ccccc1)C(C)C	?	-5%	8%[12.8 µM]
COc1ccc(S(=O)(=O)NCC(c2ccc(N(C)C)cc2)N2CCc3ccccc32)cc1F (stereo not drawn)	?	-1%	/
O=S(=O)(c1ccccc1)N1CCN(C(=S)NCCCN2CCOCC2)CC1	10%	2%	3%
CC(=O)Oc1ccc(/C=N\NC(=O)c2cc3c(ccc4ccccc43)o2)cc1	?	11%	-3%
Cc1nc(-c2ccccc2)[nH]c(=O)c1Oc1ccc(Cl)cc1Cl	-2%	-17%	?
CCOC(=O)Nc1ccc(S(=O)(=O)N(C)C(C)C)cc1	-9%	-16%	5%
COCCCNC(=O)Cn1c(=O)n(-c2cccc(C)c2)c(=O)c2c3c(sc21)CN(C(C)=O)CC3	10%	-7%	/
CCc1ccccc1NC(=O)c1cnc2sc(N3CCCC3)nn2c1=O	-18%	18%	/
CC(OC(=O)C1CCCCC1)C(=O)Nc1ccc(S(N)(=O)=O)cc1 (stereo not drawn)	-1%	15%	/
COc1ccc(/C=N/Nc2ccccn2)cc1OC	?	8%	18%
Cc1ccc(SCC(=O)OCC(=O)NCc2cccs2)cc1C	24%	3%	-7%
Cc1nn2c(N3CCN(CCO)CC3)c3c(nc2c1-c1ccccc1)CCCC3	?	-18%	?
Cn1cnnc1SCc1ccc(C#N)cc1	24%	1%	1%[2.35 µM]
O=C(COC(=O)C1=Cc2ccccc2OC1)NCc1ccccc1	?	-1%	-5%

Exported with two lines to a compound: 6 of the compounds above.
Each structure is followed by: DT40 TDP1 CPT | FEN1 inhibitor | N370S GC mod
COc1ccc(/C=N/Nc2ccccn2)cc1OC
 : ? | 8% | 18%
CC(OC(=O)C1CCCCC1)C(=O)Nc1ccc(S(N)(=O)=O)cc1 (stereo not drawn)
 : -1% | 15% | /
CC(=O)Oc1ccc(/C=N\NC(=O)c2cc3c(ccc4ccccc43)o2)cc1
 : ? | 11% | -3%
Cc1nc(-c2ccccc2)[nH]c(=O)c1Oc1ccc(Cl)cc1Cl
 : -2% | -17% | ?
CCn1c(SCC(=O)NCCOC)nc2sc3c(c2c1=O)CCCC3
 : -11% | -15% | 7%[2.35 µM]
Cc1nn2c(N3CCN(CCO)CC3)c3c(nc2c1-c1ccccc1)CCCC3
 : ? | -18% | ?

Next part
SMILES	DT40 TDP1 CPT	FEN1 inhibitor	N370S GC mod
Cc1cc(C(=O)Nc2nc3c(s2)CCCC3)no1	-4%	4%	16%
Cc1cc(SCc2ccccc2F)nc(=O)[nH]1	20%	21%	-1%
CN(C)S(=O)(=O)c1ccc(C(=O)OCc2nnc(-c3ccccc3)o2)cc1	9%	7%	-1%
CC(C)OC(=O)N(C)c1ccc(C(O)(C(F)(F)F)C(F)(F)F)cc1	?	-9%	-12%
COc1cc(-c2[nH]ncc2CN2CCSCC2)cc(OC)c1OC	?	13%	-8%
Cc1cnc(C(=O)OC(C)C(=O)NC2CCCc3ccccc32)cn1 (stereo not drawn)	24%	-15%	0%
Cc1noc(C)c1NC(=O)N(C)C[C@H]1Oc2c(NS(=O)(=O)c3cn(C)cn3)cccc2C(=O)N([C@H](C)CO)C[C@@H]1C	4%	-15%	/
O=[N+]([O-])c1ccc(OCc2cnc(Cl)s2)c([N+](=O)[O-])c1	20%	4%	10%
CN1C2C=C(N(CCc3c[nH]c4ccccc34)C(=O)c3ccc(Cl)cc3)CC1CC2 (stereo not drawn)	?	1%	-7%
CCN(C(=O)Cn1cnc2onc(-c3ccc(F)cc3)c2c1=O)c1ccc(OC)cc1	18µM*	-2%	/
Cc1ccccc1CNC(=O)c1ccccc1NC(=O)c1nsc2ccccc12	?	11%	/
O=C(NC1CC(=O)N(c2ccccc2)C1)c1ccc(Br)o1 (stereo not drawn)	-16%	-2%	/
Cc1ccnc2c(Cl)ccc(Cl)c12	?	34%	/
